# PRMT1 inh – inhibitors of human PRMT1. Q99873. recombinant PRMT1, activity-based probe fluorescence polarization. inhibition, % at 2.79 µM. 1.3% of 370,000 active. AID 652257;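 active = inhibition above about 21% made by adding two undisclosed values, limit read from the data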
# Target sequence (Q99873 whole entry, looked up): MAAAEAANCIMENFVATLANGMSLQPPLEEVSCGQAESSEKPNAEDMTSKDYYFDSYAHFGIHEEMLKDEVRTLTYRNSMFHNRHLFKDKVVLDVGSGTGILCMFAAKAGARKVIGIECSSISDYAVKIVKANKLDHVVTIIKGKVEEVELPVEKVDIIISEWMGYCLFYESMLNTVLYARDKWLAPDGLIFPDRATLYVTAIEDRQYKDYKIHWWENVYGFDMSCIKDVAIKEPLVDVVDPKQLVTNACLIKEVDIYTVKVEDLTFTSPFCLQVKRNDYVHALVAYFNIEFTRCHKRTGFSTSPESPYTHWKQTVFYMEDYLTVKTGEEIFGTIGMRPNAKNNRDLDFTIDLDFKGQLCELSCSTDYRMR
# Rev-erbA mod – modulates human Rev-erb alpha binding to DNA; Rev-erbα–FITC-DNA binding, fluorescence polarization, 90 min; 0.79% of 370,000 active; activity, % at 10 µM; P20393;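 active = activity above about 14%, limit read from the data; passing the limit was not always enough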;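 note: 0% = DMSO wells with 35 nM protein and 100% = DMSO wells with 750 nM protein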
# rCAG binder – molecules binding r(CAG) RNA repeats; r(CAG) RNA repeat, TO-PRO-1 dye displacement fluorescence; inhibition, % at 3 µM; 1.3% of 370,000 active; AID 651821;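 active = inhibition above the plate cutoff, the mean of all test compounds on that plate plus 3 SD, cut at about 35% in these data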;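 note: 0% = DMSO alone and 100% = 100 µM mitoxantrone as full dye displacement; higher means more dye released from RNA so lower well fluorescence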
# PG9 binder – PG9 antibody binding by small molecule | TR-FRET gp120-PG9 antibody binding | inhibition, % at 6.7 µM | 0.43% of 360,000 active; in the data active = inhibition above about 8.5%
# LEDGF integ inh – blocks HIV-1 LEDGF/p75-dependent DNA integration. inhibition, % at 3.7 µM. TR-FRET IN-LEDGF/p75 DNA integration, Eu/Cy5. 0.64% of 370,000 active;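 active = inhibition above the screen-wide mean plus 3 SD, cut at about 13% in these data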;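 note: signal is the Cy5 over europium emission ratio at 671 and 618 nm; 0% = plate median of compound wells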
# HTRA1 inhibitor – blocks human HTRA1 serine peptidase. 0.5% of 340,000 active. AID 504803. Q92743. recombinant HTRA1, FP-rhodamine activity-based probe, fluorescence polarization. inhibition, % at 5.96 µM; in the data active = inhibition above about 36%;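 note: 0% = enzyme with DMSO and 100% = wells lacking enzyme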
# TDP2 absorb – blocks human TDP2 phosphodiesterase activity; inhibition, % at 12.8 µM; 0.34% of 370,000 active; O95551; recombinant TDP2, T5PNP hydrolysis, p-nitrophenol absorbance 415 nm;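 active = inhibition above the mean of all tested compounds plus 3 SD, set per campaign, cut at about 25% in these data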;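 note: 0% = DMSO with enzyme and 100% = buffer with substrate but no TDP2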
# Target sequence (O95551 whole entry, looked up): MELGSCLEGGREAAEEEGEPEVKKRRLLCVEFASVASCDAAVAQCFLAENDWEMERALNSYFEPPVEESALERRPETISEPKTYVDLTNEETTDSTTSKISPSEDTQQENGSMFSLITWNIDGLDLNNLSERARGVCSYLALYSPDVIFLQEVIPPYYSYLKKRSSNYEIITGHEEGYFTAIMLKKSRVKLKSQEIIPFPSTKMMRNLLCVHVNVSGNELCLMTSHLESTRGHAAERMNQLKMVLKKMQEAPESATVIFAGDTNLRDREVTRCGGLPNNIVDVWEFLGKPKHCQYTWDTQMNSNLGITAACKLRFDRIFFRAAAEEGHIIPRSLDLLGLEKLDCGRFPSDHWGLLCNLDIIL
#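 Assay system: Recombinant human TDP2 | Quantity: 120 nM TDP2 per well | Incubation: 2 h at 37 °C | Signal: Epi absorbance | Evaluation: Percent inhibition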
# TCR CD3 inh – human TCR-CD3 binding inhibition; TAMRA-labeled TCR probe fluorescence, biochemical; inhibition, % at 9.4 µM; 0.37% of 360,000 active; in the data active = inhibition above about 19%;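 note: recombinant mutant TCR 2C K166C tagged with TAMRA read by polarization; 0% = receptor in buffer alone and 100% = receptor with positive control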
# ABHD4 inh – inhibits mouse alpha/beta hydrolase domain 4 | Q8VD66 | purified mABHD4, FP-Rh probe fluorescence polarization | inhibition, % at 8.92 µM | 0.54% of 370,000 active | AID 720543;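 active = inhibition exceeding the mean over every tested compound plus 3 SD, cut at about 30% in these data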;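 note: 0% = plate median of compound wells and 100% = S159A mutant with DMSO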
# Target sequence (Q8VD66 whole entry, looked up, the tested form may be a part): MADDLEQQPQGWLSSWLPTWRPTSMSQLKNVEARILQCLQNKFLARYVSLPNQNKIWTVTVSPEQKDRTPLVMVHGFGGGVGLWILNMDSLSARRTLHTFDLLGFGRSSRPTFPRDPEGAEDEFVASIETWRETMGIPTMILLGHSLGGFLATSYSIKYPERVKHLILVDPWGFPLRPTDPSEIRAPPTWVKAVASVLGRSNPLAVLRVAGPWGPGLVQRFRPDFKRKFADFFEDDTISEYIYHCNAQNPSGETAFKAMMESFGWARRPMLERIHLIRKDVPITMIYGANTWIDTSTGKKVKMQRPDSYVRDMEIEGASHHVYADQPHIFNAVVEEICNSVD
#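 Material: mouse ABHD4 enzyme, wild type; Benchmarks: S159A mutant high control, sample median low control; Buffer or medium: HEPES pH 7.0, NaCl, Pluronic buffer; Signal: fluorescence polarization; Read-out: percent inhibition of probe binding, normalized to plate controls; Timing: pre-incubation 45 min, probe exposure 60 min, at 25 °C; Dosing: 8.92 µM, single dose.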
# SIAE primary – human SIAE inhibition, primary screen; Q9HAT2; SIAE FP-Rh probe binding, fluorescence polarization; inhibition, % at 9.66 µM; 0.69% of 370,000 active;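 active = inhibition above a cutoff: mean of compounds within the control limits plus 3 SD of those, cut at about 17% in these data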;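 note: 0% = plate median of compound wells and 100% = probe without SIAE protein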
# * marks the source's active call; other numbers are inactive results; · = no result given. These rows are one share of the data (hit frequency here may not be typical).
# Field names: A = PRMT1 inh; B = Rev-erbA mod; C = rCAG binder; D = PG9 binder; E = LEDGF integ inh; F = HTRA1 inhibitor; G = TDP2 absorb; H = TCR CD3 inh; I = ABHD4 inh; J = SIAE primary
CCN(CC(=O)NC1CCS(=O)(=O)C1)c1ccc(S(C)(=O)=O)cc1[N+](=O)[O-] (configuration not stated)
  A = 0; B = -1; C = 2; D = -1.6; E = 0; F = -2; G = -5; H = -3; I = 1; J = 3

Cc1ccc(-c2nc(COC(=O)C3=NN(c4ccccc4)C(=O)CC3)cs2)cc1
  A = 3; B = 3; C = 1; D = -0.9; E = 4; F = -14; G = 0; H = -2; I = -11; J = 0

O=[N+]([O-])c1ccc(CSc2nnc(-c3cnccn3)o2)cc1
  A = -1; B = -1; C = -1; D = -1.4; E = 1; F = -1; G = -2; H = 6; I = -2; J = 0

COC(=O)c1sccc1NC(=O)c1cnc2cc(C)nn2c1C
  A = 0; B = 12; C = -1; D = -1.0; E = 3; F = 1; G = 3; H = 8; I = -4; J = -3

Cc1ccc(C(=O)Nc2ccc(C(=O)N/N=C/c3ccc(C)o3)cc2)cc1
  A = 7; B = 3; C = 15; D = -0.8; E = -6; F = -26; G = -15; H = 0; I = -33; J = -13

CN(C)CCCN(C(=O)c1ccc(N2C(=O)CCC2=O)cc1)c1nc2c(F)cccc2s1
  A = -3; B = -3; C = -1; D = -2.7; E = -2; F = -9; G = 16; H = -2; I = 2; J = 0

O=C(O)CCNS(=O)(=O)c1ccccc1Br
  A = 5; B = -1; C = -2; D = -0.8; E = -6; F = 10; G = -4; H = -2; I = 4; J = 7

O=C(NC1CCCCC1)C1CCCN(S(=O)(=O)c2cnc[nH]2)C1 (configuration not stated)
  A = -4; B = 0; C = 1; D = -0.6; E = 4; F = 5; G = 10; H = 2; I = -1; J = 1

CCCCC[C@H]1CCCCC[C@H](O)C[C@H](O)[C@@H](O)/C=C/C(=O)O1
  A = 2; B = 1; C = -1; D = 0.2; E = 2; F = ·; G = 9; H = 13; I = -7; J = -1

CCOC(=O)N1CCC(NC(=S)Nc2ccc3nc(N4CCN(C)CC4)cc(C)c3c2)CC1
  A = -4; B = -6; C = 4; D = 0.4; E = 4; F = 3; G = 3; H = -4; I = -2; J = 6

Cc1onc(C(=O)N2CCN(C(c3ccc(F)cc3)c3ccc(F)cc3)CC2)c1[N+](=O)[O-]
  A = 0; B = 5; C = ·; D = ·; E = 2; F = ·; G = 0; H = ·; I = -5; J = 2

Cc1nc2cccnc2nc1C
  A = 5; B = -3; C = 1; D = -0.1; E = -7; F = 7; G = -10; H = -4; I = 1; J = -3

O=C1CC(c2cccc(Cl)c2)Cc2nc(N3CCOCC3)ncc21 (configuration not stated)
  A = -2; B = -1; C = -4; D = -0.6; E = 5; F = 1; G = -6; H = -9; I = -7; J = 2

O=C(NCc1ccccc1)c1cc(C2COCCN2S(=O)(=O)c2ccccc2)on1 (configuration not stated)
  A = 0; B = -3; C = 1; D = -0.4; E = 1; F = ·; G = -4; H = 7; I = -2; J = 5

CN1CCN(C(=O)/C(=C\c2cccs2)NC(=O)c2ccccc2)CC1
  A = 3; B = 0; C = -1; D = -1.9; E = 3; F = -3; G = 21; H = 1; I = -5; J = -4

CN(CC(=O)Nc1ccc(OC(F)(F)F)cc1)C(=O)/C=C/c1cc2c(cc1[N+](=O)[O-])OCO2
  A = -5; B = 0; C = 4; D = 0.8; E = 2; F = -14; G = 1; H = 4; I = 6; J = -2

CCn1c(C(=O)NC2CCC(C)CC2)cc2sccc21 (configuration not stated)
  A = -1; B = 2; C = -6; D = 11*; E = -3; F = 2; G = 1; H = 4; I = -2; J = 2

CCc1ccccc1NC(=O)Cn1cccc1C1=NC(c2ccccc2)CO1 (configuration not stated)
  A = 0; B = -4; C = 0; D = 0.2; E = -1; F = -9; G = -3; H = -5; I = 2; J = -3

O=C(COc1coc(CN2CCc3ccccc32)cc1=O)N1CCCCC1
  A = -2; B = -2; C = -3; D = -3.1; E = 2; F = 0; G = -6; H = -1; I = 3; J = -2

O=C(CSc1nc2nn(-c3ccccc3)c(=O)c-2c2n1CCCCC2)NCCc1ccccc1
  A = 3; B = -3; C = -2; D = 0.4; E = -1; F = 0; G = -6; H = 1; I = 0; J = -1

CCCCOC(=O)C1=C(C)Nc2ncnn2C1c1ccc(OCC)c(OC)c1 (configuration not stated)
  A = 0; B = -3; C = -1; D = -0.9; E = 2; F = 1; G = -12; H = 7; I = 4; J = 1

COc1cccc(/C=N/n2nnnc2N)c1
  A = -3; B = -1; C = 0; D = -2.8; E = 0; F = 1; G = 4; H = 6; I = 5; J = -1

COc1ccc2c(C)cc(=O)oc2c1
  A = 0; B = 0; C = -1; D = -2.8; E = 4; F = 3; G = 4; H = 1; I = -11; J = 4

CCOC(=O)c1[nH]c2ccccc2c1NC(=O)c1ccc(S(=O)(=O)N2CCOCC2)cc1
  A = 2; B = -6; C = 5; D = 1.0; E = -1; F = -2; G = 3; H = 4; I = -2; J = 1

Cc1ccc(Cc2cc(C)n[nH]c2=O)cc1
  A = 0; B = -5; C = -2; D = -1.8; E = 0; F = ·; G = 4; H = -1; I = 3; J = 2

CCN1CCN(C2=C(NS(=O)(=O)c3ccc(C)cc3)C(=O)c3ccccc3C2=O)CC1
  A = 3; B = -1; C = 0; D = -13; E = 5; F = 5; G = 25*; H = 7; I = 7; J = 8

COc1ccc(S(=O)(=O)Nc2ccccc2Cl)cc1NC(C)=O
  A = -4; B = 3; C = 0; D = -1.1; E = -2; F = 0; G = 16; H = 5; I = -3; J = 1

Cc1ccn2c(=O)c(NC(=O)c3ccc(Br)o3)c(C)nc2c1
  A = 1; B = -1; C = 1; D = -1.1; E = 4; F = 2; G = -3; H = 10; I = 5; J = 1

COc1ccc(-c2[nH]ncc2CN2CCN(C3CCCCC3)C(=O)C2)cc1F
  A = 4; B = -3; C = 0; D = 0.8; E = -1; F = -4; G = -4; H = 5; I = 2; J = -5

Cc1cc(=O)[nH]c(NN=Cc2c(Cl)cccc2Cl)n1
  A = -4; B = -3; C = 3; D = 0.3; E = -2; F = -4; G = 2; H = -1; I = 5; J = -9

COc1cccc(-c2cc3nc(C)c(C)c(N4CCN(C(=O)c5ccoc5)CC4)n3n2)c1
  A = 3; B = -7; C = 4; D = -0.3; E = 0; F = -27; G = 9; H = 4; I = -5; J = -15

CN1CCCC1CCOC(C)(c1ccccc1)c1ccc(Cl)cc1 (configuration not stated)
  A = 3; B = -1; C = 5; D = -1.8; E = -3; F = -2; G = -7; H = -1; I = 2; J = -6

COc1ccc(CN2CCN(C(=O)c3ccco3)CC2)cc1
  A = 1; B = 2; C = -2; D = -1.1; E = -3; F = -1; G = 2; H = -3; I = 0; J = 2

CC1(C(=O)NS(=O)(=O)c2cccc(C#N)c2)CCN1C(=O)c1ccc(C2CCCCC2)cc1 (configuration not stated)
  A = -2; B = -1; C = 27; D = 1.6; E = 2; F = ·; G = 6; H = 4; I = -3; J = 13

CCOC(=O)c1c(C)[nH]c(C)c1C(=O)COC(=O)c1ccc(Cl)c(S(=O)(=O)NCc2ccccc2)c1
  A = 2; B = 3; C = -1; D = 0.5; E = 1; F = -26; G = 5; H = -3; I = -23; J = -9

CN(C(=O)Cn1cc(C(F)(F)F)cc(Cl)c1=O)C1CCS(=O)(=O)C1 (configuration not stated)
  A = 0; B = 0; C = 4; D = -1.1; E = 1; F = 0; G = -24; H = -4; I = -7; J = 1

COc1ccc(C(CC(=O)c2ccccc2)CC(=O)c2ccccc2)cc1
  A = -1; B = 1; C = 2; D = -1.0; E = 1; F = -26; G = -20; H = -6; I = -21; J = -3

CCCn1c(SCC(=O)c2cc(C)n(-c3cc(C)on3)c2C)n[nH]c1=O
  A = -1; B = -5; C = -5; D = -0.5; E = 3; F = -6; G = -25; H = -3; I = -8; J = -1

CC(C)(C)NC(=O)[C@]1(C)CCC[C@@]2(C)C3CC[C@@]4(C)C[C@]3(CCC21)CC4=O (some centres not stated)
  A = 0; B = 1; C = -9; D = 0.4; E = 0; F = -7; G = 4; H = 2; I = -1; J = -1

COC(=O)C(C)Sc1nc2c([nH]c3ccccc32)c(=O)n1C (configuration not stated)
  A = 2; B = -6; C = -1; D = -0.8; E = 0; F = -1; G = 0; H = 1; I = -5; J = -2

# Pulled one by one from above, two records:
# Field names: A = PRMT1 inh; B = Rev-erbA mod; C = rCAG binder; D = PG9 binder; E = LEDGF integ inh; F = HTRA1 inhibitor; G = TDP2 absorb; H = TCR CD3 inh; I = ABHD4 inh; J = SIAE primary
CC1(C(=O)NS(=O)(=O)c2cccc(C#N)c2)CCN1C(=O)c1ccc(C2CCCCC2)cc1 (configuration not stated)
  A = -2; B = -1; C = 27; D = 1.6; E = 2; F = ·; G = 6; H = 4; I = -3; J = 13

COc1ccc(C(CC(=O)c2ccccc2)CC(=O)c2ccccc2)cc1
  A = -1; B = 1; C = 2; D = -1.0; E = 1; F = -26; G = -20; H = -6; I = -21; J = -3

# Going on with the list:
# Field names: A = PRMT1 inh; B = Rev-erbA mod; C = rCAG binder; D = PG9 binder; E = LEDGF integ inh; F = HTRA1 inhibitor; G = TDP2 absorb; H = TCR CD3 inh; I = ABHD4 inh; J = SIAE primary
CC(C)(C)C(=O)NC(=O)Nc1ccccc1C(F)(F)F
  A = 2; B = -3; C = -2; D = -0.4; E = -5; F = -1; G = -6; H = -8; I = 4; J = -2

CC(C)C(=O)NNc1ccccc1
  A = -3; B = -2; C = 2; D = -0.7; E = 4; F = 6; G = -4; H = 1; I = -5; J = 9

COc1cccc(CN(C)CC(=O)Nc2sc3c(c2C#N)CCC3)c1
  A = 2; B = 1; C = -2; D = -2.7; E = 4; F = -6; G = -7; H = -6; I = 3; J = -4

CCN(CC(=O)Nc1c(F)cccc1F)C(=O)Cc1ccc(S(=O)(=O)N2CCOCC2)s1
  A = 0; B = 3; C = 5; D = 0.5; E = 2; F = -5; G = 7; H = 2; I = 6; J = 0

CCOc1ccccc1Cn1c(=O)sc2ccccc21
  A = 0; B = 5; C = -4; D = -1.6; E = 1; F = -35; G = 8; H = 4; I = -7; J = 1

CCN1C(=O)C(CC(=O)Nc2ccc(F)cc2)N(Cc2ccc3c(c2)OCO3)C1=S (configuration not stated)
  A = 6; B = -2; C = 4; D = 0.4; E = -2; F = -15; G = -4; H = -8; I = -5; J = -3

Cc1noc(C)c1COc1ccc(C(=O)N2CC(C)CC(C)C2)cc1 (configuration not stated)
  A = 1; B = 1; C = -6; D = 0.4; E = -5; F = -6; G = -10; H = -11; I = 1; J = -8

CC1C/C(=N\NC(=O)c2cccnc2)CC(C)(C)C1 (configuration not stated)
  A = 2; B = -1; C = -1; D = -0.6; E = -2; F = 3; G = 1; H = 0; I = 0; J = 10

# 3 of these compounds, set out differently.
smiles	PRMT1 inh	Rev-erbA mod	rCAG binder	PG9 binder	LEDGF integ inh	HTRA1 inhibitor	TDP2 absorb	TCR CD3 inh	ABHD4 inh	SIAE primary
CCOc1ccccc1Cn1c(=O)sc2ccccc21	0	5	-4	-1.6	1	-35	8	4	-7	1
CCN1C(=O)C(CC(=O)Nc2ccc(F)cc2)N(Cc2ccc3c(c2)OCO3)C1=S (configuration not stated)	6	-2	4	0.4	-2	-15	-4	-8	-5	-3
Cc1noc(C)c1COc1ccc(C(=O)N2CC(C)CC(C)C2)cc1 (configuration not stated)	1	1	-6	0.4	-5	-6	-10	-11	1	-8

# Screening results from PubChem BioAssay.
